H9c2 TAG inh: inhibitors of triacylglycerol accumulation; H9c2 cells, Nile Red lipid (TAG) fluorescence; cells loaded with 200 µM oleic acid; inhibition, % at 12.5 µM; 0.66% of 230,000 active;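 active means pattern-corrected inhibition of lipid staining of at least 50% with the nuclear-stain viability signal not falling by more than 50%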;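 further: 0% = DMSO wells and 100% = triacsin C control wells; some results filed as inactive read as strong as hits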
H9c2 TAG inh DAPI viability: recorded beside H9c2 TAG inh, whose call it bears; DAPI nuclei signal change (viability), lower = more cytotoxic, %;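 whole-well DAPI fluorescence read on a plate reader as a viability signal; minus 50 percent equals half of cells still viable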
Numbers without * were called inactive. Some of the compounds tested. The share of hits here may be higher or lower than overall.

molecule	H9c2 TAG inh DAPI viability	H9c2 TAG inh
O=C(c1ccco1)N1CCN(C(=S)Nc2cccc([N+](=O)[O-])c2)CC1	4	-7
COC(=O)c1nc2n(n1)C(c1cccc(Cl)c1)C1=C(CCCC1=O)N2 (configuration not stated)	1	8
CCc1nc(Sc2nc(C)cc(C)n2)c2oc3ccccc3c2n1	3	-13
Cc1nc(N2CCCC2)c2ccsc2n1	6	1
CCCC(=O)Nc1c(C)n[nH]c1C	-2	-2
O=C(CN1CCCCCC1)Nc1ccccc1F	-4	14
O=C(OCc1csc(-c2ccccc2)n1)C1=NN(c2ccccc2)C(=O)CC1	4	8
COc1ccc(CC(N)c2csc(Nc3nc(C)cnc3C)n2)cc1 (configuration not stated)	4	27
COCCCNC(=O)CC(NS(=O)(=O)c1ccc(Cl)cc1)c1ccco1 (configuration not stated)	-5	-23
COc1ccccc1C1c2[nH]c3ccccc3c2CCN1Cc1ccc(NC(C)=O)s1 (configuration not stated)	1	15
Cc1ccc(Cn2c(SC(C)C(N)=O)nc3ccccc3c2=O)cc1 (configuration not stated)	-13	-1
Cc1ccc(CC(=O)CCc2ccccc2)cc1	5	-40
O=C(Nc1ccc(S(=O)(=O)Nc2ccc(F)cc2)cc1)c1ccc(CN2CCOCC2)cc1	-5	-6
COc1ccc(C(=O)NCc2ccc3c(c2)cc(C)n3C)cc1	10	-1
Cc1cc2cc(CNC(=O)c3ccc(C)c([N+](=O)[O-])c3)ccc2[nH]1	-3	18
Cc1ccc(S(=O)(=O)N(C)c2ccc(C(=O)NCCc3ccccc3)cc2)cc1	-1	-6
CCNC(=S)N/N=C/c1cccc(/C=N/NC(=S)NCC)c1	-1	-6
Clc1ccc(CON/C=N/c2ncnc3sccc23)cc1	6	-14
O=C(CCNS(=O)(=O)c1ccccc1)OCC(=O)c1ccc(Cl)cc1	2	4
Cc1ccc(S(=O)(=O)NN=Cc2ccccc2Cl)cc1	-8	6
O=C(CCN1CCc2ccccc2C1)Nc1ccc(F)cc1	3	-1
COc1ccc(-c2noc(CCC(=O)N3CCN(Cc4ccccc4)CC3)n2)cc1	-5	14
CC(=O)Nc1ccc(Nc2nc(C)c([N+](=O)[O-])c(N(C)c3ccccc3)n2)cc1	-7	6
O=c1[nH]c2c(c(=O)[nH]1)CCC2	7	-15
CCOc1ccc(N2C(=O)CSC2c2ccncc2)cc1 (configuration not stated)	-7	10
CN(CC(=O)Nc1ccccc1Br)C(=O)COc1ccc2ccccc2c1	-2	5
Cc1ccc(NC(=S)N2CCC(C(N)=O)(N3CCCCC3)CC2)c(C)c1	4	-5
CCN1C(=O)C(C)C=C(C)C=C1C (configuration not stated)	8	1
CCSc1nnc(CSc2ncccn2)n1C	8	-7
COc1cccc(C(=O)NC(c2ccccc2)C2CCCC2)c1 (configuration not stated)	7	-32
CSc1ccccc1C(=O)Nc1c(C)cccc1C	-3	-9
Oc1ccccc1C1NN=C(c2ccccc2)S1 (configuration not stated)	-4	19
CC(C)C[C@H](NC(=O)c1[nH]cnc1C(=O)Nc1ccccc1F)C(=O)OC(C)(C)C	74	-24
CC(=O)NCCc1nc2ccccc2[nH]1	0	5
CC1CCCCC1NC(=O)COC(=O)c1ccccn1 (configuration not stated)	-3	3
Cc1ccc(OCCNC(=O)C2CC(=O)N(c3ccc(C)cc3)C2)cc1 (configuration not stated)	4	-20
CN(CCCCN1CCOCC1)Cc1nc(-c2ccc3c(c2)OCO3)no1	3	-8
CCCc1nc2n[nH]c(N)c2c2c1CCC2	85	15
CCC(C)Sc1ccc(-c2nc3ccccn3c2NCc2ccccc2)cc1OC (configuration not stated)	65	4
COC(C[C@@H](O)[C@@H](C)[C@H](O)COCc1ccccc1)OC	0	-5
COC(CNC(=O)C(=O)Nc1ccc2c(c1)N(S(=O)(=O)c1cccs1)CCC2)OC	-3	3
N#Cc1ccsc1NC(=O)COC(=O)c1ccc(Br)o1	0	7
O=C(NC(=S)Nn1cnnc1)c1ccccc1Cl	-3	1
O=C(COC(=O)c1cc(=O)[nH]c2ccccc12)Nc1ccc(Cl)c(S(=O)(=O)N2CCOCC2)c1	-3	-2
O=C1CCCC2=C1C(c1cccs1)n1nc(SCc3ccccc3F)nc1N2 (configuration not stated)	7	16
CCCn1nc(C(=O)NNC(=O)c2cccc(S(=O)(=O)NC(C)C)c2)c2ccccc2c1=O	7	1
OC(CCN1CCOCC1)(c1ccc(Cl)cc1)C1CCCCC1 (configuration not stated)	4	-6
O=C(CN(Cc1ccccc1F)C(=O)c1ccco1)NCc1ccc(F)cc1	-5	17
O=C(Nc1ccc(SC(F)F)cc1)c1cccc2nc3ccccc3nc12	-2	10
Cc1cc(NC(=O)c2cccc(S(=O)(=O)N3c4ccccc4CC3C)c2)no1 (configuration not stated)	-4	-3

Continuation:
molecule	H9c2 TAG inh DAPI viability	H9c2 TAG inh
Cc1cc(C(=O)O[C@H]2[C@H](Cc3ccccc3)NS(=O)(=O)[C@H]3C[C@@H]4C=C[C@]23O4)ccc1[N+](=O)[O-]	-2	5
Cc1cccc2sc(NC(=O)C3CCCN(S(=O)(=O)c4cccc5nonc45)C3)nc12 (configuration not stated)	6.6*	54*
CCOc1ccc(S(=O)(=O)NCCC(=O)OCN2C(=O)c3ccccc3C2=O)cc1	7	-7
CCc1nnc(NC(=O)CSc2nnc(-c3cc4ccccc4cc3O)n2CCOC)s1	-16	-5
CCOc1ccc(NC(=O)c2cc3ccccc3cc2OC)cc1	-3	-15
O=C(NC1CCCCC1)c1ccc(N2CCCC2=O)cc1	-14	12
CC(=O)N1c2c(cc(Br)cc2S(=O)(=O)N2CCN(C(=O)c3ccco3)CC2)CC1C (configuration not stated)	-8	3
Cc1cc2nc(C)n(CCCNC(=O)Nc3cccc4ccccc34)c2cc1C	15	-44
COCC(C)N1CCC(n2nccc2NC(=O)c2ccccc2Cl)CC1 (configuration not stated)	-4	26
O=C(N/C=C/c1ccccc1)Nc1ccc(Cl)cc1	2	-10
CC(C)(C)C(C(=O)O)N1CCS(=O)(=O)CC1 (configuration not stated)	-13	11
O=C(Nc1ccc2c(c1)OCCO2)C1CCCN(c2ncccn2)C1 (configuration not stated)	-13	18
CCc1ccc(S(=O)(=O)NCCc2cn3ccccc3n2)s1	2	-5
O=C(CN1CCN(Cc2ccccc2)CC1)N/N=C/C=C/c1ccco1	1	-2
COc1ccc(NC(=O)Cn2c3ccccc3c3nc4n(c(=O)c32)CCS4)cc1	-1	4
COC(=O)[C@]1(CC(C)C)N[C@H](c2ccc(SC3CCCCC3)c(OC)c2)[C@@H]2C(=O)N(C)C(=O)[C@@H]21	38	20
N#CCCN1CCN(S(=O)(=O)c2ccc(C#N)cc2)CC1	29	-23
O=C(CN1CCN(C(=O)C2CCCO2)CC1)Nc1cc(Cl)ccc1Cl (configuration not stated)	5	0
COc1ccc(CCNc2c([N+](=O)[O-])ncn2C)cc1OC	5	0
CCOC(=O)C1CCCN(C(=O)c2ccc(F)c(C)c2)CC1 (configuration not stated)	2	-22
Cc1cnc(C(=O)OCC(=O)NC2CCCC(C)C2C)cn1 (configuration not stated)	1	-16
COc1ccc(CN(C(=O)CN2C(=O)NC3(CCC(C)CC3)C2=O)C(C)Cc2cccs2)cc1 (configuration not stated)	2	-5
NS(=O)(=O)c1ccc(NC(=O)COC(=O)Cc2ccc(Cl)cc2)cc1	-1	-1
O=c1[nH]c(NCCO)nc2c1C1(CCCC1)Cc1ccccc1-2	18	7
CCOc1ccc(-n2c(Cc3cc(=O)[nH]c(=O)[nH]3)nnc2SCc2cccnc2)cc1	-4	15

Full records, quoted from the list. Order of values: H9c2 TAG inh DAPI viability	H9c2 TAG inh
Entry for COc1ccc(CN(C(=O)CN2C(=O)NC3(CCC(C)CC3)C2=O)C(C)Cc2cccs2)cc1 (configuration not stated) = 2	-5
Entry for Cc1cc(C(=O)O[C@H]2[C@H](Cc3ccccc3)NS(=O)(=O)[C@H]3C[C@@H]4C=C[C@]23O4)ccc1[N+](=O)[O-] = -2	5
Entry for CCOc1ccc(S(=O)(=O)NCCC(=O)OCN2C(=O)c3ccccc3C2=O)cc1 = 7	-7
Entry for CCc1nnc(NC(=O)CSc2nnc(-c3cc4ccccc4cc3O)n2CCOC)s1 = -16	-5

New compounds follow
molecule	H9c2 TAG inh DAPI viability	H9c2 TAG inh
S=c1[nH]nc(-c2ccncc2)n1/N=C/C(Cl)=C\c1ccccc1	-2	0
O=C(NCc1ccco1)c1ccc(=O)oc1	-2	-11
COc1cccc(-c2nc(N3CCCCC3)c3ccccc3n2)c1O	1	17
Cc1ccc(NC(=O)CN2C(=O)S/C(=C/c3ccc(O)c([N+](=O)[O-])c3)C2=O)cc1C	2	-1
CNC(=O)N(O)C1N(NC(=O)Nc2ccccc2)C(=S)SC1(C)C (configuration not stated)	5	1
COc1cccc(NC(=O)C2CC(=O)OC23CCOC(C)(C)C3)c1 (configuration not stated)	-5	5
CC1CCN(CCC(=O)NN)CC1	-7	12
O=C1CC2(CCCCC2)Oc2ccc(F)cc21	-19	14
O=C(CCN1C(=O)c2ccccc2C1=O)Nc1ccc(-c2cn3ccsc3n2)cc1	5	14
CCCCN(C(=O)c1ccc(S(=O)(=O)N(C)C)cc1)c1ccccc1	-6	-1
COc1ccc(CC(=O)NCc2nnc(SCC(=O)Nc3cccc(F)c3)n2C)cc1	-10	2
COc1ccccc1Nc1nc(NCCO)nc(N2CCCC2)n1	-10	10
COc1ccc(C(=O)NC(=S)N2CCC(C)CC2)cc1Br	0	-12
CCOC(=O)c1ccc(NC(=O)NCc2cccnc2)cc1	-1	4
c1ccc(NCc2nc(-c3ccccc3)no2)cc1	6	-17
CC1CCN(CC(=O)Nc2ccc(Br)cc2[N+](=O)[O-])CC1	5	-5
Cc1nc2c(-c3ccccc3)c(C)nn2c(SCC(N)=O)c1Cc1ccccc1	4	-4
O=C(CN1C(=O)NC2(CCCC2)C1=O)N1CCN(S(=O)(=O)c2ccc(Cl)cc2)CC1	6	-24
CCN(C(=O)Cn1cc(C(F)(F)F)ccc1=O)C1CCS(=O)(=O)C1 (configuration not stated)	27	10
COc1ccc(CN2CCC[C@]3(N[C@H](c4ccc(OC)cc4)[C@@H]4C(=O)N(Cc5ccccc5)C(=O)[C@@H]43)C2=O)cc1	-9	2
O=C(Cn1cc2c(n1)CCCC2)NCc1cccnc1	-6	-13
CN(CC(=O)Nc1ccccc1Br)C(=O)c1ccccc1OCc1ccc(F)cc1	4	-10
COCCNC(=O)c1ccc2c(c1)ncn2-c1ccc(F)c(F)c1	-3	-3
O=C(Nc1ccccc1C(=O)Nc1ccccc1)c1ccccc1Br	-15	14
CCC(CC)NC(=O)c1ccc(NS(=O)(=O)c2ccc3[nH]c(=O)[nH]c3c2)cc1	-13	7
Cc1nn(C(C)C(=O)c2cccc(Cl)c2)c(C)c1[N+](=O)[O-] (configuration not stated)	-15	14
CCCCCCCCOC(=O)C[N+](C)(C)C/C=C(/C)Cl	18	-21
CC(C)(CO)Nc1nc(Cl)nc(NC2CCCCC2)n1	12	-9
CC(C)n1cnc2c(Nc3cccc(Cl)c3)nc(NCCCO)nc21	13	42
COc1ccc(CNc2n[nH]c(NCc3ccc(OC)c(OC)c3)n2)cc1OC	1	-10
N/C(CSc1nc(-c2ccccc2)c(-c2ccccc2)o1)=N\O	-3	0
CCc1nc2c(OCc3ccc(F)c(F)c3)cccn2c1N(C)C(=O)c1ccc(C)cc1	-13	2
O=C(COc1ccc(Cl)cc1)Nc1ccccc1CO	11	1
CCN(CC)C(=O)OCCc1cc2ccccc2c(=O)o1	-7	-5
COc1cc(C2c3cc4c(cc3C(O)C3COCC23)OCO4)cc(OC)c1OC (configuration not stated)	-34	25
Cc1ccc2[nH]c(-c3ccccc3)c(CN3CCCC3)c(=O)c2c1	10	15
Cc1ccc(-n2nc(-c3cccs3)cc2C(=O)NCC2CCCO2)c(C)c1 (configuration not stated)	-1	30
CC1(C(=O)NCc2ccccc2)Cc2c(-c3ccc4c(c3)OCO4)ccnc2O1 (configuration not stated)	-28	49
CCN(C=NC1=NN(c2cccc(C(F)(F)F)c2)CC1)CC	0	-4
O=C(NCCSc1c[nH]c2ccccc12)c1ccco1	-8	9
Cc1nn(C)c(C)c1NC(=O)COc1ccccc1C#N	-3	-7
Cc1ccc(NC(=O)C2(C)CCN2CCc2ccccc2)cc1O (configuration not stated)	18	-15
CCOc1cc(-c2nc(C)c(C(C)=O)n2O)ccc1OCC(=O)Nc1ccc(F)cc1	-4	12
CCCC(=O)Nc1ncnc2c1ncn2[C@@H]1O[C@@H]2OP(=O)(O)OC[C@H]2[C@H]1OC(=O)CCC	-8	-9
CC(=O)N1CSCC1C(=O)N1CCN(c2ccc(N3CCOCC3)nn2)CC1 (configuration not stated)	13	-3
CCCCC(CC)C(=O)Nc1cccc(SC)c1 (configuration not stated)	-13	-2
CCOC(=O)C1(C)NC(c2ccco2)C2C(=O)N(c3ccc(C)cc3)C(=O)C21 (configuration not stated)	-7	-21

A different layout for four compounds above.
CCCCCCCCOC(=O)C[N+](C)(C)C/C=C(/C)Cl
  H9c2 TAG inh DAPI viability = 18
  H9c2 TAG inh = -21
CC(C)(CO)Nc1nc(Cl)nc(NC2CCCCC2)n1
  H9c2 TAG inh DAPI viability = 12
  H9c2 TAG inh = -9
CC(C)n1cnc2c(Nc3cccc(Cl)c3)nc(NCCCO)nc21
  H9c2 TAG inh DAPI viability = 13
  H9c2 TAG inh = 42
COc1ccc(CNc2n[nH]c(NCc3ccc(OC)c(OC)c3)n2)cc1OC
  H9c2 TAG inh DAPI viability = 1
  H9c2 TAG inh = -10
